# Compound activity (PubChem BioAssay)
# All columns: NCI-60 one-dose screen, growth in % after 48 h at 10 µM unless noted; 100 = growth as untreated, 0 = no growth, -100 = all killed.
# HOP-92: HOP-92 NSCLC cells; 71,000 tested, 6.3% active; AID 1794738
# CCRF-CEM: CCRF-CEM leukemia; AID 1794778; 77,000 tested, 7% active
# SR: SR leukemia cells | 73,000 tested, 8.7% active | AID 1794780
# RPMI-8226: RPMI-8226 leukemia cells | 77,000 tested, 7.5% active | AID 1794781
# MOLT-4: MOLT-4 leukemia cells; 80,000 tested, 6.9% active; AID 1794779
# HOP-62: HOP-62 NSCLC; AID 1794735; 80,000 tested, 3.9% active
# K-562: K-562 leukemia; 78,000 tested, 7.4% active; AID 1794777
# EKVX: EKVX NSCLC; 71,000 tested, 3% active; AID 1794765
# An asterisk follows results filed as active; x = no result given; & = joins results of further samples; ! = not confirmed by another sample. How the source made its calls: active means growth percent below 10; inactive means the rest.
SMILES,HOP-92,CCRF-CEM,SR,RPMI-8226,MOLT-4,HOP-62,K-562,EKVX
O=[N+]([O-])c1ccc2c(c1)Cc1cc(Br)ccc1-2,118,93,88,94,90,105,97,57
Cn1c(=O)c2[nH]c(N/N=C/c3ccc(F)cc3)nc2n(C)c1=O,111,107&89,96&93,108&84,103&93,118&113,103&114,117&108
COc1ccc(/C=C2\SC(=S)NC2=O)cc1OC,73,78,76,75,88,73,90,82
COc1ccc(-c2nnc3n(C)c(=O)c4ccccc4n23)cc1O,67,11,21,16,33,20,9.1*,97
ONc1nc(NO)nc(N2CCOCC2)n1,68,53,88,69,106,93,38,98
CCCNC(=S)N/N=C(\C)c1ccccn1,37,16,10,20,6.9*,44,17,12
COc1ccc(/C=C(\CC(=O)c2ccc(Cl)c(Cl)c2)C(=O)NCc2ccccc2)cc1,93,95,97,80,75,98,72,76
C=C(CN=[N+]=[N-])[C@@H]1CC[C@]2(C(=O)OC)CC[C@]3(C)[C@H](CC[C@@H]4[C@@](C)(CCC#N)[C@H](C(=C)CN=[N+]=[N-])CC[C@]43C)[C@@H]12,76,80,61,58,77,99,53,x
O=C(O)CCCCCCCCCCN1C(=O)/C(=C2/C(=O)N(CC(=O)O)c3ccc(Br)cc32)SC1=S,81,71,58,79,34,102,70,97
NC(=O)c1ccccc1Cl,x,91,94,106,99,111,101,x
O=C(CC(c1ccccc1)C(C(CC(=O)c1ccccc1)c1ccccc1)[N+](=O)[O-])c1ccccc1 (stereo unspecified),53,60,65,64,66,82,80,83
O=S(=O)(c1ccc(Br)cc1)N(c1cccc(F)c1)C1CCN(Cc2ccc(F)cc2)CC1,56,85,58,35,74,90,74,83
COc1cc(NC(C)CCCN)c2ncccc2c1Oc1ccc(Cl)cc1 (stereo unspecified),43,77,53,63,53,78,52,77
CN(C)c1ccc(O)c2c1C[C@H]1C[C@H]3[C@H](N(C)C)C(=O)C(C(N)=O)=C(O)[C@@]3(O)C(=O)C1=C2O,27,56,x,65,82,71,45,70
COc1cc2c(cc1OC)C1=CCCCC1NC2=O (stereo unspecified),91,98,89,99,99,101,97,55
O=S1(=O)CCC(N(/N=C/c2ccco2)c2ccccc2)C1 (stereo unspecified),96,94,91,100,97,104,123,x
CCCC(CNC(C)=O)(C1=CCCCC1)c1ccccc1 (stereo unspecified),92,101,113,97,96,94,95,93
Cc1ccc(-c2cc(-c3cc(Cl)ccc3O)[nH]n2)cc1,54,33,66,59,55,70,62,x
COc1cc(NC(C)CCCN)c2ncccc2c1 (stereo unspecified),97&118,102&88,x,90&69,122&77,91&107,96&57,98&105
COc1ccc(NC(=O)c2ccc(C(=O)Nc3ccc(OC)cc3)cc2)cc1,57,100,x,101,104,49,113,90
COC(=O)C1(CC(=O)c2ccc3ccccc3c2)NC(=S)NC(=O)C1C#N (stereo unspecified),86,103,87,102,112,116,106,97
CC1(C)[C@@H](O[C@@H]2OC[C@@H](O[C@@H]3O[C@H](CO)[C@@H](O)[C@H](O)[C@H]3O[C@@H]3OC[C@@H](O)[C@H](O)[C@H]3O)[C@H](O)[C@H]2O[C@@H]2O[C@H](CO)[C@@H](O)[C@H](O)[C@H]2O)CC[C@]2(C)[C@H]3CC[C@]45OC[C@@]6(CC[C@](C)(C=O)C[C@H]64)[C@H](O)C[C@@]5(C)[C@]3(C)CC[C@@H]12,-64*,-41*,-37*,-44*,-54*,-83*,-18*,-65*
Cn1c(-c2cccc(OC(F)(F)F)c2)cc(=O)c2cc(N3CCCC3)ccc21,90,66,57,69,77,107,46,104
CC(=O)/C(Cc1ccccc1)=N/O,68,99,82,97,85,98,86,92
Clc1ccc2c(NCCCn3ccnc3)c3oc4ccccc4c3nc2c1,33,37,9.3*,26,13,66,8.6*,16

# 10 consecutive records already listed, quoted:
SMILES,HOP-92,CCRF-CEM,SR,RPMI-8226,MOLT-4,HOP-62,K-562,EKVX
O=[N+]([O-])c1ccc2c(c1)Cc1cc(Br)ccc1-2,118,93,88,94,90,105,97,57
Cn1c(=O)c2[nH]c(N/N=C/c3ccc(F)cc3)nc2n(C)c1=O,111,107&89,96&93,108&84,103&93,118&113,103&114,117&108
COc1ccc(/C=C2\SC(=S)NC2=O)cc1OC,73,78,76,75,88,73,90,82
COc1ccc(-c2nnc3n(C)c(=O)c4ccccc4n23)cc1O,67,11,21,16,33,20,9.1*,97
ONc1nc(NO)nc(N2CCOCC2)n1,68,53,88,69,106,93,38,98
CCCNC(=S)N/N=C(\C)c1ccccn1,37,16,10,20,6.9*,44,17,12
COc1ccc(/C=C(\CC(=O)c2ccc(Cl)c(Cl)c2)C(=O)NCc2ccccc2)cc1,93,95,97,80,75,98,72,76
C=C(CN=[N+]=[N-])[C@@H]1CC[C@]2(C(=O)OC)CC[C@]3(C)[C@H](CC[C@@H]4[C@@](C)(CCC#N)[C@H](C(=C)CN=[N+]=[N-])CC[C@]43C)[C@@H]12,76,80,61,58,77,99,53,x
O=C(O)CCCCCCCCCCN1C(=O)/C(=C2/C(=O)N(CC(=O)O)c3ccc(Br)cc32)SC1=S,81,71,58,79,34,102,70,97
NC(=O)c1ccccc1Cl,x,91,94,106,99,111,101,x

# The results go on.
SMILES,HOP-92,CCRF-CEM,SR,RPMI-8226,MOLT-4,HOP-62,K-562,EKVX
Clc1ccc(-c2ccnc3c2c(-c2ccccc2)nn3-c2ccccc2)cc1,122,98,112,109,98,105,95,105
C/C(=N\NC(=O)c1ccncc1)c1ccccc1O,37&44,16&16,16&18,38,7.8*!,34&34,35&36,32&17
COc1ccc(Cn2nc3c(c2-c2cc(OC)c(OC)c(OC)c2)-c2oncc2CC3)cc1,78,103,25,x,78,97,40,86
COc1ccc(OC)c([C@H]2c3[nH]c4ccccc4c3C[C@H]3C(=O)N(CCCCCCC(=O)NO)CC(=O)N23)c1,82,46,37,60,63,85,54,93
CCC(C)Cn1cnc2c(=S)nc(N)[nH]c21 (stereo unspecified),x,110,95,98,107,114,105,97
COc1cc2nc(CCC(N)=O)c(CC(N)=O)cc2c(OC)c1OC,87,110,111,114,112,105,103,112
CCCCCCCCCCCCCCCCCC(=O)NC[n+]1ccccc1,83,91,92,93,107,77,111,102
CCCCCCCCCCCCCCCCCC1=NC(CC)CO1 (stereo unspecified),x,100,87,101,84,87,90,94
CCc1ccc(C2=NN(c3ccc(S(C)(=O)=O)cc3)C(=O)CC2)cc1,69,16,4.4*,x,15,x,10,60
O=C(CSc1nc2sc3c(c2c(=O)n1-c1ccc(Cl)cc1)CCCC3)Nc1nc(-c2ccc(Br)cc2)cs1,102,99,96,98,101,99,91,86
Cc1cc(-c2noc(C(F)(F)F)n2)ccc1N1CCN(c2cc(C(=O)N(C)C)no2)CC1,64,65,53,x,72,68,33,49
C#CCNC(=O)c1cc(C(=O)c2ccc(Cl)cc2)n2c(C)cccc12,77,95,94,92,93,x,109,101
O=C(/C(=C/c1cccc(Cl)c1)c1ccccc1)c1ccccc1,x,84,68,77,79,96,86,x
Oc1cccc2ccc(-c3nnc(SCc4ccc(O)c5ncccc45)n3-c3ccccc3)nc12,-0.3*,12,31,16,12,17,12,15
Cc1ccc(NC(=O)CCCCCN2CCN(C)CC2)cc1Nc1nccc(-c2cccnc2)n1,97,112,99,107,108,116,98,92
COc1ccc(/C=N/NC(=O)c2cnn(CC(O)c3ccccc3)c2N)cc1OCc1ccccc1 (stereo unspecified),97,38,37,36,33,67,51,89
Clc1nc2ccccc2cc1-c1nnc(Cn2c(COc3ccccc3)nc3ccccc32)o1,100,101,100,109,95,91,91,x
CCc1c(C(=O)N[C@@H](CO)Cc2ccccc2)[nH]c2ccc(Cl)cc12,86,93,83,90,75,82,81,78
COc1ccc2nc(Cl)c(-c3nc4ccccc4[nH]3)cc2c1,53,86,76,82,70,100,83,80
NS(=O)(=O)c1ccc(N2N=C(c3ccc(NC(=S)Nc4ccccc4)cc3)CC2c2ccc(Cl)cc2)cc1 (stereo unspecified),47,39,46,43,40,78,31,62
C(=Nc1ccc2c(c1)Cc1ccccc1-2)c1ccc2ccccc2n1,116,67,96,89,85,99,101,108
CSc1nc(N)nc2nc[nH]c12,91,91,115,90,118,104,118,116
CC(=O)N(CCc1ccncc1)CCc1ccncc1,x,102,114,100,113,109,94,102
COc1ccc(C(=O)C[n+]2ccc3ccccc3c2)cc1,100&82,115&92,117&107,95&106,97&96,92&90,95&96,101&90
CCOC(=O)c1c(Nc2ccccc2)nn2c(N)c(C#N)c(-c3ccc(F)cc3)nc12,99,68,65,70,46,92,52,83
# Further entries
SMILES,HOP-92,CCRF-CEM,SR,RPMI-8226,MOLT-4,HOP-62,K-562,EKVX
O=C1/C(=C2\SC(=S)N(C3CCCCC3)C2=O)SC(=S)N1C1CCCCC1,106,90,101,x,103,101,100,103
Cc1nc(-c2cn3c(n2)-c2ccc(-c4cnn(C(C)(C)C(N)=O)c4)cc2OCC3)n(C(C)C)n1,0.1*,26,30,39,15,31,51,36
COC(=O)C(Cc1ccc(O)cc1)NS(=O)(=O)Cc1ccccc1 (stereo unspecified),79,96,97,95,102,102,108,x
CN1CCN(C(=O)[C@@]2(C)CC[C@]3(C)CC[C@]4(C)C(=CC[C@@H]5[C@@]6(C)CCC(=O)NC(C)(C)[C@@H]6CC[C@]54C)[C@@H]3C2)CC1,16,29,-10*,21,16,63,16,80
CC(C)(O)C(O)(c1ccccc1)c1ccccc1,95,93,91,100,94,92,113,x
COc1ccc(C(=O)/C=C/c2ccc3ccccc3c2)cc1S(N)(=O)=O,25,6.0*,x,-17*,x,-30*,x,-73*
COc1ccccc1C1=NO[C@H](C(=O)Nc2ccc(C#N)cc2)C1,114,102,106,91,99,111,103,97
CC(C)N(C(=O)Cc1ccccc1)C(C)C,109,93,105,103,98,100,101,104
N#Cc1c(NC(=O)c2ccc(Cl)cc2)n[nH]c1Nc1ccccc1,115,110,x,127,x,147,x,83
COc1ccc(Cn2cc3c(c2-c2cc(OC)c(OC)c(OC)c2)CCc2cnoc2-3)cc1,77,13,13,23,23,64,15,35
O=C(C(c1ccccc1)C(O)c1ccccc1)N1CCOCC1 (stereo unspecified),112,101,91,x,94,98,101,111
CCOC(=O)N1CC(C)N(CC(O)CN2CCOCC2)CC1C (stereo unspecified),56,122&100,114&104,119&111,112&96,88&109,120&106,107&120
CC(=O)OCC(=O)[C@@]1(OC(C)=O)[C@@H](C)CC2C3C[C@H](F)C4=CC(=O)C=C[C@]4(C)[C@@]3(F)[C@@H](O)C[C@@]21C (stereo partly specified),113,49,x,50,86,91,x,85
N#CC1=C(N)S[C@@H](C(=O)c2ccc(Br)cc2)[C@@H]1c1cccs1,x,x,75,71,76,95,70,89
COc1ccc(C(=O)NNC(=O)c2cc(OC)c(OC)c(OC)c2)cc1N,108,98,96,100,91,93,99,107
CCCCCCCCCCCCOC(=O)/C=C\C(=O)NC(N)=O,x,x,3.6*,4.0*,45,101,44,x
COc1ccc(-c2nc(/C=C3/C(=O)Nc4ccccc43)c3ccccn23)cc1OC,55,80,96,65,82,104,95,105
COc1ccc(Nc2ncnc3c2c(SC)nn3-c2ccccc2)cc1,x,98,84,85,88,97,94,x
Cc1ccc(/C=C2\SC(=O)N(CC(=O)Nc3ccc(C(=O)/C=C/c4cc5ccccc5nc4Cl)cc3)C2=O)cc1,90,82,73,78,78,96,71,90
Cc1cc(=O)oc2cc(OS(=O)(=O)N3CCCCC3)ccc12,102,98,89,x,97,86,95,104
COc1ccc(/C=N/Nc2nc(N/N=C/c3ccc(OC)cc3O)nc(N3CCOCC3)n2)c(O)c1,89,27,27,42,35,65,28,47
CCOc1ccc2nc(NC(=O)CSc3nnc4n3S(=O)(=O)c3ccccc3N4c3ccccc3)sc2c1,72,98,27,98,97,78,108,89
COc1ccc(-c2nn(-c3ccc(Cl)cc3)cc2-c2nc3ccccc3[nH]2)cc1,97,100,80,94,82,113,89,85
Cc1ccc2[nH]c3nc4cccnc4c(C)c3c2c1,115,86,2.6*,70,82,63,89,9.9*
CCc1nc(Cl)nc(Cl)n1,x,96,107,121,111,105,104,104
# Additional results follow.
SMILES,HOP-92,CCRF-CEM,SR,RPMI-8226,MOLT-4,HOP-62,K-562,EKVX
CC1(C)CC[C@]23CC[C@]4(C)[C@H](CC[C@@H]5[C@@]6(C)CCCN(CO)C(C)(C)[C@@H]6CC[C@]54C)[C@H]2[C@H]1OC3,77,58,1.4*,22,35,99,2.9*,91
O=C1/C(=C\c2cn(CC(O)CN3CCCCC3)c3ccccc23)c2ccccc2N1c1c(Cl)cccc1Cl (stereo unspecified),-87*,-4.4*,-13*,-26*,-30*,-91*,-36*,-81*
CCOC(=O)/C=C1\S/C(=N\Nc2cc(=O)[nH]c3ccc(OC)cc23)N(c2ccccc2)C1=O,90,65,50,87,95,98,86,106
CCCCCCCCCC1=NC(C)(C)CN1c1ccccc1,x,125,88,x,87,88,86,92
O=C(OCCOC(=O)n1c2ccccc2c2ccccc21)n1c2ccccc2c2ccccc21,x,92,91,90,90,88,91,96
Cc1cc(O)ccc1Sc1ccccc1[N+](=O)[O-],x,94,x,83,115,92,101,75
COc1ccc2nc(-c3ccc(Cl)cc3)cc(-c3nnc(SCC(=O)Nc4ccc(C(C)=O)cc4)n3-c3ccccc3)c2c1,111,108,84,104,83,100,104,101
CC(c1ccc(Cl)cc1)(c1c[nH]c2ccccc12)c1c[nH]c2ccccc12,62,38,53,48,24,76,43,52
CCCCN1C(=O)C2C3C=CC(C3)C2C1=O (stereo unspecified),88,104,x,103,x,102,98,100
O=C1[C@@H]2Cc3c([nH]c4ccccc34)[C@@H](c3ccc(Cl)cc3)N2C(=O)CN1C1CCN(CC2CCCCC2)CC1,65,87,76,79,69,77,62,74
